# PLAP inhibitors HTS: PLAP enzyme inhibitors, biochemical, luminescence, HTS (AID 690); inhibition, % at 20 µM; hits with a dose series show IC50 in µM; actives 0.08% (n = 96,000); purified PLAP, luminescent substrate; higher % means a stronger effect; in the data active = a potency from the dose series; inactive = the rest, 99 in 100 with inhibition below about 30%; note: strong numbers were not always called active
# NFkB transloc pot: enhances IL-1B driven NFkB nuclear translocation | HUVEC IL-1B NFkB p65 nuclear translocation imaging | activation, % at 2 µM | actives 0.3% (n = 94,000) | AID 819;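 active = activation above 40%, about the mean plus 3 SD, also judged a hit on visual image review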;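 note: percent activation is computed from the nuclear over cytoplasmic p65 intensity ratio; values of inactives mirror those of a sister screen read the other way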
# MRP resist rev: reverses drug resistance mediated by MRP | H69AR cells + 2 uM doxorubicin, CellTiter-Glo, 72 h | differential viability (reversal), % at 10 µM | actives 0.04% (n = 85,000);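 active = viability drop by adding the cancer drug above about 55%, with treated viability meeting a 40% cutoff, limit read from the data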;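 note: viability without doxorubicin minus viability with 2 µM doxorubicin for each compound; larger differential means the compound sensitizes cells more to doxorubicin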
# IL1B NFkB inh: blocks IL-1B driven NFkB nuclear translocation in HUVEC cells. HUVEC IL-1B NFkB p65 nuclear translocation imaging. inhibition, % at 2 µM. actives 0.43% (n = 94,000);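 active = inhibition above about 30% together with a positive call from visual inspection of the well image, limit read from the data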;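 note: nuclear over cytoplasmic p65 intensity ratio measured by imaging; 0% = IL-1B stimulated DMSO wells and 100% = unstimulated DMSO wells; values of inactives mirror those of a sister screen read the other way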
# Bcl-B TR3 displacers: displacers of TR3 peptide from Bcl-B, primary screen, selectivity assay for Bfl-1 inhibitor project, biochemical, fluorescence polarization; displacement, % at 20 µM, or IC50 in µM where a hit was titrated; AID 748; FP displacement of FITC-TR3 peptide from Bcl-B; higher % means a stronger effect; actives 0.11% (n = 96,000);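 active = displacement above 50% at 20 µM plus a fluorescence interference ratio under 1.5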;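 note: plate controls were wells without compound for no effect and wells lacking Bcl-B protein for full effect; a part of the inactive calls stands beside numbers as strong as those of hits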
# MRP resist rev cytotoxicity: second read-out of MRP resist rev, no call of its own (marks repeat the call); viability, %; H69AR cells, CellTiter-Glo, 72 h; measured here: cytotoxicity without doxorubicin
# MRP resist rev with doxorubicin: further read-out of MRP resist rev, marked with its call; viability, %; measured here: viability with 2 uM doxorubicin; stronger effect = lower value
# IL1B NFkB inh cell count 2 µM: second read-out of IL1B NFkB inh, no call of its own (marks repeat the call); cell count; measured here: cells passing quality filter;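 raw number of nuclei counted in each imaged well without normalization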
# NFkB transloc pot cell count 2 µM: further read-out of NFkB transloc pot, marked with its call; cell count; measured here: cells passing quality filter
# Active calls of the source: *; . = no result given. An excerpt; the hit share may differ from the screen's.
molecule	PLAP inhibitors HTS	NFkB transloc pot	NFkB transloc pot cell count 2 µM	MRP resist rev	MRP resist rev cytotoxicity	MRP resist rev with doxorubicin	IL1B NFkB inh	IL1B NFkB inh cell count 2 µM	Bcl-B TR3 displacers
COc1ccccc1CNC(=O)CSc1nc(-c2ccccc2)cn1N	-33%	16	116	5	89	84	-16	116	-2%
CC(=O)c1cccc(NC(=O)NCc2ccco2)c1	-13%	13	142	5	88	83	-13	142	-6%
CCc1ccccc1NC(=O)CSc1nnc(-c2ccco2)n1N	9%	21	155	8	94	86	-21	155	-25%
CN(C(=O)c1ccncc1)c1nnc(-c2ccccn2)s1	-6%	7	127	9	103	94	-7	127	-1%
Cc1cc(C)c(NC2=NCC(=O)N2C2CCCCC2)c(C)c1	-40%	-2	147	-16	95	111	2	147	5%
O=C1NC(=O)C(Nc2cccc3ccccc23)S1 (configuration not stated)	.	14	166	5	86	81	-14	166	.
O=S(=O)(Nc1ncn[nH]1)c1ccc2ccccc2c1	4%	6	148	-17	80	98	-6	148	-1%
CN1CCc2c(c3c(n2C)CCN(C)C3c2ccc(F)cc2)C1c1ccc(F)cc1 (configuration not stated)	-51%	1	159	9	98	89	-1	159	-1%
O=C(CN1C(=O)c2ccccc2S1(=O)=O)Nc1ccc(S(=O)(=O)N2CCCC2)cc1	-16%	23	147	-12	90	102	-23	147	-8%
CC(C)C(=O)NC(c1ccco1)c1ccc2cccnc2c1O (configuration not stated)	-81%	11	195	0	2	2	-11	195	-4%
CC1CCCCC1NC(=O)COn1nnc2ccc(Cl)cc21 (configuration not stated)	3%	8	138	19	104	85	-8	138	12%
CS(=O)(=O)N1CCN(c2ccccc2NC(=O)c2cccc3ccccc23)CC1	.	12	99	19	93	74	-12	99	.
O=C(Oc1ccccc1)c1cccc2cccnc12	-11%	10	129	-65	1	66	-10	129	-6%
Cc1ccc(C(C(=O)NC2CCCCC2)N(CC2CCCO2)C(=O)CNC(=O)c2ccco2)cc1 (configuration not stated)	-54%	22	86	-8	65	73	-22	86	16%
CC(=O)N1CCc2cc(S(=O)(=O)NCCC(=O)Nc3ccc4c(c3)OCCO4)ccc21	10%	.	.	6	103	96	.	.	-3%
c1ccc(-n2nnnc2NCCc2c[nH]c3ccccc23)cc1	30%	19	185	-28	51	79	-18	185	-8%
COC(=O)Nc1sc2c(c1C(=O)NC1CC1)CCCCCC2	-2%	10	171	2	92	90	-10	171	3%
CC(C)=C1C2CCC1C1C(=O)N(c3nc(-c4ccc(F)cc4)c(C)s3)C(=O)C21 (configuration not stated)	-1%	3	152	.	.	.	-3	152	6%
CC(NC(=O)c1cccc(Cn2cc([N+](=O)[O-])cn2)c1)c1ccc(C(C)(C)C)cc1 (configuration not stated)	-49%	6	176	.	.	.	-6	176	-5%
CCn1c(=S)ccc2ccc(OC)cc21	23%	23	154	-2	81	84	-23	154	-2%
O=C(Cn1cnc2c(cnn2-c2ccc(Cl)cc2)c1=O)NCCc1ccccc1	21%	-4	119	-1	76	77	4	119	-8%
O=C(Nn1c(Cc2cccs2)nc2ccccc2c1=O)c1ccc(F)c(F)c1	.	3	97	7	92	85	-3	97	.
Cc1cc2c(s1)c1cnn(CC(=O)NCCc3ccccc3)c(=O)c1n2C	-49%	1	106	.	.	.	-1	106	-13%
COc1ccccc1-c1ccc(C(=O)O)o1	7%	.	.	-5	89	93	.	.	-12%

# Entries of single compounds, looked up by structure. Screens in order: PLAP inhibitors HTS | NFkB transloc pot | NFkB transloc pot cell count 2 µM | MRP resist rev | MRP resist rev cytotoxicity | MRP resist rev with doxorubicin | IL1B NFkB inh | IL1B NFkB inh cell count 2 µM | Bcl-B TR3 displacers
# Shown for CC(C)C(=O)NC(c1ccco1)c1ccc2cccnc2c1O (configuration not stated) = -81% | 11 | 195 | 0 | 2 | 2 | -11 | 195 | -4%
# Shown for Cc1ccc(C(C(=O)NC2CCCCC2)N(CC2CCCO2)C(=O)CNC(=O)c2ccco2)cc1 (configuration not stated) = -54% | 22 | 86 | -8 | 65 | 73 | -22 | 86 | 16%
# Shown for COc1ccccc1-c1ccc(C(=O)O)o1 = 7% | . | . | -5 | 89 | 93 | . | . | -12%
# Shown for O=C(Nn1c(Cc2cccs2)nc2ccccc2c1=O)c1ccc(F)c(F)c1 = . | 3 | 97 | 7 | 92 | 85 | -3 | 97 | .

# Other compounds:
molecule	PLAP inhibitors HTS	NFkB transloc pot	NFkB transloc pot cell count 2 µM	MRP resist rev	MRP resist rev cytotoxicity	MRP resist rev with doxorubicin	IL1B NFkB inh	IL1B NFkB inh cell count 2 µM	Bcl-B TR3 displacers
COC(=O)CN1C(c2ccccc2)=Nc2ccc(Cl)cc2C1c1ccccc1 (configuration not stated)	-51%	-1	78	.	.	.	1	78	18%
Cc1c(NC(=O)CSc2nnc3sc4ccccc4n23)c(=O)n(-c2ccccc2)n1C	18%	14	158	7	97	90	-14	158	-8%
CCOc1ccccc1N1CCN(S(=O)(=O)CC)CC1	-38%	.	.	-18	95	113	.	.	27%
CC(=O)c1cc(F)c(N2CCCCCC2)cc1C	.	-8	122	9	85	76	8	122	.
Cn1c(=O)n(C)c(=O)n(CC(=O)N2CCCCC2)c1=O	-12%	21	121	-5	91	96	-21	121	2%
CCc1nn(CC(=O)O)c(=O)c2ccccc12	7%	-4	173	-1	107	108	4	173	5%
c1ccc(-c2nnc3sc(-c4csc5c4CCCC5)nn23)cc1	-53%	-9	77	-36	31	67	11	77	2%
N#CC(C#N)=C1CCc2ccccc2N1	.	12	120	2	85	83	-12	120	.
COc1cc(C2Nc3ccc4ncccc4c3C3=C2C(=O)CCC3)ccc1O (configuration not stated)	6%	.	.	-5	28	34	.	.	-7%
CCC(C)N1C(=O)C2C(C(=O)Nc3cccc(OC)c3)C3C=CC2(O3)C1C(=O)NC1CCCCC1C (configuration not stated)	-22%	21	79	12	95	83	-22	79	-4%
CC(=O)N1CCCc2cc(S(=O)(=O)NC(C(=O)NC(C)c3ccccc3)C(C)C)ccc21 (configuration not stated)	14%	11	132	3	96	94	-11	132	3%
O=C(Oc1ccc(-c2nc(-c3ccccn3)no2)cc1)c1ccccc1	12%	-4	167	-4	48	51	4	167	-36%

# Taken from above:
# Under Bcl-B TR3 displacers, COc1cc(C2Nc3ccc4ncccc4c3C3=C2C(=O)CCC3)ccc1O (configuration not stated) has -7%
# Under IL1B NFkB inh cell count 2 µM, CCc1nn(CC(=O)O)c(=O)c2ccccc12 has 173

# Following part:
molecule	PLAP inhibitors HTS	NFkB transloc pot	NFkB transloc pot cell count 2 µM	MRP resist rev	MRP resist rev cytotoxicity	MRP resist rev with doxorubicin	IL1B NFkB inh	IL1B NFkB inh cell count 2 µM	Bcl-B TR3 displacers
Cc1ccc2oc3c(c(=O)c2c1)C(c1cccc(Br)c1)N(Cc1ccco1)C3=O (configuration not stated)	38%	21	84	-1	3	4	-21	84	6%
CNC(=O)c1sccc1SCc1ccc(Cl)cc1Cl	20%	.	.	-1	75	76	.	.	-5%
Cc1occc1C(=O)NCc1ccc(C(=O)O)o1	-20%	9	190	-4	103	107	-8	190	21%
O=C(CCc1ccccc1)NNC(=O)COc1ccccc1	-23%	7	180	.	.	.	-7	180	-13%
Cc1ccc(S(=O)(=O)/C(C#N)=C/c2c(N3CC(C)OC(C)C3)nc3c(C)cccn3c2=O)cc1 (configuration not stated)	-42%	7	95	3	51	48	-7	95	-10%
COC(=O)c1oc2ccc(Br)cc2c1NC(C)=O	5%	-12	65	3	95	92	12	65	-3%
O=C(NCCNC(=O)c1ccc(Br)o1)c1ccc(Br)o1	1%	23	123	-4	92	96	-23	123	-6%
Cc1ccc(/C=C/C2=NN(Cc3ccc(Cl)c(Cl)c3)C(=O)CC2)cc1	-9%	6	90	5	99	95	1	158	0%
COc1cc(C2NC(=O)NC(O)(C(F)(F)F)C2C(=O)c2cccs2)ccc1O (configuration not stated)	18%	3	56	0	95	96	-3	56	-9%
COc1ccccc1NC(=O)C1=C(C)Nc2nc(-c3ccc(N(C)C)cc3)nn2C1c1ccncc1 (configuration not stated)	-5%	-4	68	-7	78	84	4	68	0%
O=C1C2CC=C(Cl)CC2C(=O)N1CCC[n+]1ccccc1 (configuration not stated)	9%	1	154	.	.	.	-1	154	13%
CCn1cc(C(=O)NCCCN2CCC(C)CC2)c(=O)c2cc(S(=O)(=O)N3CCCC3)ccc21	-74%	.	.	3	90	87	.	.	7%
O=C1c2ccccc2C(Nc2cccnc2)N1Cc1ccc2c(c1)OCO2 (configuration not stated)	22%	.	.	5	84	80	.	.	0%
O=C(c1ccco1)N1CCN(c2ncnc3scc(-c4cccs4)c23)CC1	1%	26	117	20	43	23	-26	117	-1%
CCCNC(=O)N[C@@H](Cc1ccccc1)C(=O)OC	10%	3	210	11	103	91	-3	210	-3%
Cc1ccc(C2C(C#N)=C(N)Oc3c2c(=O)n(C)c(=O)n3C)cc1 (configuration not stated)	13%	-1	180	.	.	.	1	180	-1%
CC(C)(C)OC(=O)N1CCCC1C(=O)N1CCCC1C(=O)N1CCCC1C(=O)O (configuration not stated)	-7%	-1	112	-19	95	113	1	112	-9%
O=C(NCc1ccco1)c1cnn2c(C(F)(F)F)cc(-c3ccccc3)nc12	-6%	.	.	-16	50	66	.	.	-2%
O=C(/C=C/NNC(=O)c1cccc(Br)c1)c1ccccc1	-99%	-7	174	-17	62	78	7	174	-59%
CCOC(=O)N1CCC(NC(=O)c2cnn3c(C(F)(F)F)cc(-c4cccc(OC)c4)nc23)CC1	-56%	.	.	-3	98	100	.	.	-10%
CN(CCOc1ccccc1)c1ccc(S(=O)(=O)N2CCCCC2)cn1	3%	.	.	11	102	92	.	.	-12%
O=C(OCc1nc2ccccc2s1)c1ccc(Br)s1	12%	-8	127	.	.	.	8	127	0%
Clc1ccc(C2=CSC3=NCCN23)cc1Cl	30%	11	184	.	.	.	-11	184	1%
Cc1cc(C)n(-c2c(F)c(F)c(CN3CCOCC3)c(F)c2F)n1	-41%	.	.	4	96	92	.	.	0%
COC(=O)c1ccc(C2/C(=C(\O)c3ccc4c(c3)OCCO4)C(=O)C(=O)N2CCCN(C)C)cc1 (configuration not stated)	-22%	3	97	5	102	97	-3	97	-13%
COc1cccc(S(=O)(=O)Nc2cccnc2)c1	-4%	12	160	5	106	101	-12	160	-3%
COC(=O)c1ccccc1NC(=O)c1cncc(Br)c1	8%	7	190	-14	66	80	-7	190	8%
O=C(O)CCC(=O)N1CCc2cc(S(=O)(=O)NC3CCCc4ccccc43)ccc21 (configuration not stated)	-16%	-2	160	-2	91	93	2	160	2%
Cc1ccc(NC(=O)N2Cc3ccccc3CC2C(=O)NC(C)(C)C)cc1 (configuration not stated)	-4%	2	168	.	.	.	-2	168	-1%
Cc1ccc(-c2noc(CSc3nnc(-c4ccccc4)n3C)n2)cc1	20%	-1	118	17	86	69	1	118	-12%
CN(CCC#N)S(=O)(=O)c1ccc2c(c1)c(=O)n(C)c(=O)n2C	7%	9	68	-1	85	86	-9	68	2%
O=C(NCc1ccco1)C(c1cccnc1)N(C(=O)Cn1nnc2ccccc21)c1ccc(F)cc1 (configuration not stated)	-3%	6	106	4	94	91	-6	106	1%
N#Cc1ccc(CSc2ncnc3c2cnn3Cc2ccccc2)cc1	6%	15	193	-12	76	87	-15	193	6%
CC(=O)c1cccc(NC2c3ncccc3C(=O)N2Cc2ccco2)c1 (configuration not stated)	7%	.	.	-7	69	76	.	.	-12%
Cc1nc(NC(N)=S)sc1C(=O)Nc1ccccc1	18%	11	159	9	109	100	-11	159	-10%
CC1CCN(c2ccccc2NC(=O)c2ccc(F)cc2)CC1	42%	3	47	15	104	89	-3	47	-5%
CCOC(=O)c1ccc(NC(=O)NCc2ccn(CC)n2)cc1	.	-5	137	-4	101	105	4	137	.
COc1ccc(-c2nnc3sc(-c4ccccc4OC)nn23)cc1	8%	.	.	-7	71	79	.	.	12%
C1CCC2(CC1)C1=C(CCCC1)Nc1nnnn12	6%	11	194	-19	85	104	-11	194	-6%
CC(=NCCCN(C)C)C1=C(O)c2ccccc2C1=O	-6%	12	199	-4	86	90	-12	199	0%

# From PubChem
